# OTUD3 inh – inhibitors of human OTUD3 deubiquitinase | 47,000 tested, 0.7% active | inhibition, % at 25 µM | OTU domain-containing protein 3 (Homo sapiens), Q5T2D3 | purified OTUD3, Ub-rhodamine fluorescence, 2 h | AID 1645858, 2021
# UCHL1 inh – inhibitors of human UCHL1 deubiquitinase. Ubiquitin carboxyl-terminal hydrolase isozyme L1 (Homo sapiens), P09936. purified UCHL1, Ub-rhodamine cleavage fluorescence. inhibition, % at 20 µM. 47,000 tested, 0.2% active
# USP8 inh – inhibitors of human USP8 deubiquitinase | Ubiquitin carboxyl-terminal hydrolase 8 (Homo sapiens), P40818 | purified USP8, Ub-rhodamine cleavage fluorescence, 30 min | inhibition, % at 20 µM | 47,000 tested, 4.2% active
# Target sequence (P40818 whole entry, looked up): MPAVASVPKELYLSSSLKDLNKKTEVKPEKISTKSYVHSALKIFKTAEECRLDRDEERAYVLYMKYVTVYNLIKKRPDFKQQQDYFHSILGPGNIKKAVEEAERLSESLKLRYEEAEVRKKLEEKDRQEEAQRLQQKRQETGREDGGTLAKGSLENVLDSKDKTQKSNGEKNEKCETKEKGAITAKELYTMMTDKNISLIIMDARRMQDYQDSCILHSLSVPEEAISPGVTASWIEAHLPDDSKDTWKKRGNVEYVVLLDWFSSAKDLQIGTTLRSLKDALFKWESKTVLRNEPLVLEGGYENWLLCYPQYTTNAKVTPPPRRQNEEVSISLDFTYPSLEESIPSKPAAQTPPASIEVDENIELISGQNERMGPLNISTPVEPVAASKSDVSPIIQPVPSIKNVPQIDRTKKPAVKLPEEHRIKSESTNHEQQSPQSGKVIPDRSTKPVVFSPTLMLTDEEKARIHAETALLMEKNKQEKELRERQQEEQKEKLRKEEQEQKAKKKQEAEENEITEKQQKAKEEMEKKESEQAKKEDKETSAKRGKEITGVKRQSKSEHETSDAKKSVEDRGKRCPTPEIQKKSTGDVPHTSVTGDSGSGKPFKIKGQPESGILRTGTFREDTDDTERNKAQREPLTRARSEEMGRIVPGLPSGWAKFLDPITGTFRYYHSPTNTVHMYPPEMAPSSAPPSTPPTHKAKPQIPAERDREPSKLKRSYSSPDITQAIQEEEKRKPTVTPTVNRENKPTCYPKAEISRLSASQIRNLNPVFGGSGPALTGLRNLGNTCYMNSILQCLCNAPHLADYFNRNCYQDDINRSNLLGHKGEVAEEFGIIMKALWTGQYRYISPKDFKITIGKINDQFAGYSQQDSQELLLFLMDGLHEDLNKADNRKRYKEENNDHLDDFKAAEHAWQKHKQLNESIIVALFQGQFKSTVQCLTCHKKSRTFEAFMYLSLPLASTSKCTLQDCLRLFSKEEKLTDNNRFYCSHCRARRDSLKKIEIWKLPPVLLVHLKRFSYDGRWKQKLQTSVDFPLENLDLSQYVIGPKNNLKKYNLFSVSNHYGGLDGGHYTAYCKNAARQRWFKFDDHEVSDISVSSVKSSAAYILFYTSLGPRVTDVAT
# USP28 inh – inhibitors of human USP28 deubiquitinase; Ubiquitin carboxyl-terminal hydrolase 28 (Homo sapiens), Q96RU2; purified USP28, Ub-rhodamine cleavage fluorescence, 30 min; inhibition, % at 25 µM; 47,000 tested, 3% active; AID 1645857, 2021
# USP17 block – inhibitors of human USP17 deubiquitinase | Ubiquitin carboxyl-terminal hydrolase 17-like protein 5 (Homo sapiens), A8MUK1 | purified USP17, Ub-rhodamine cleavage fluorescence, 3 h | inhibition, % at 50 µM | 47,000 tested, 6.5% active | AID 1645855, 2021
# USP30 inh – inhibitors of human USP30 deubiquitinase | purified USP30, Ub-rhodamine cleavage fluorescence | 47,000 tested, 5.3% active | inhibition, % at 25 µM | AID 1645860, 2021 | Ubiquitin carboxyl-terminal hydrolase 30 (Homo sapiens), Q70CQ3
# USP7 block – inhibitors of human USP7 deubiquitinase | inhibition, % at 20 µM | purified USP7, Ub-rhodamine cleavage fluorescence | 47,000 tested, 0.3% active
# USP10 block – inhibitors of human USP10 deubiquitinase. inhibition, % at 20 µM. purified USP10, Ub-rhodamine fluorescence, 60 min. Ubiquitin carboxyl-terminal hydrolase 10 (Homo sapiens), Q14694. 47,000 tested, 1.1% active
# * hit, by the source's call; i = inactive; / = not tested or not shown. Rule as the data show it: active = inhibition above about 30%; inactive = the rest. Not a hit list (roughly 13% active in at least one column).
USP7 block,OTUD3 inh,USP28 inh,USP10 block,USP30 inh,USP8 inh,UCHL1 inh,USP17 block,canonical_smiles
-7,-11,-9,2,-4,0,-1,-13,Cc1cc(C(F)F)n2nc(C(=O)N3CCC(c4onc5c4CC(C)CC5)CC3)nc2n1 (stereo not given)
0,-3,-2,-1,5,1,0,/,COc1ccccc1C(=O)N1CCCC(c2nnc3ccccn23)C1 (stereo not given)
5,13,17,4,37*,-24,7,17,O=C(Nc1ccc(-c2cn3ccsc3n2)cc1)c1ccccc1Br
-2,-4,-2,2,5,3,-3,-5,COC[C@H]1C[C@@H]2CN(S(=O)(=O)c3ccccc3)C(C)[C@H]1N2C (stereo not given in full)
-1,-3,-11,-3,-5,-5,-2,-10,O=C(c1ccccc1Cl)N1CCN(Cc2cc(=O)c3ccccc3[nH]2)CC1
0,-18,-12,-2,-32,1,-5,-4,COc1ccc2cc3c(nc2c1)N(S(=O)(=O)c1ccccc1)CC3
-26,10,36*,1,22,5,5,33*,COc1ccccc1OCC(=O)Nc1ccc2c(c1)CN(C(=O)c1ccco1)CC2
2,4,5,-4,4,5,-1,3,CNc1nc(C2CCCN(C(=O)c3cccc(OC)c3)C2)nc2c1CN(C)CC2 (stereo not given)
1,5,5,4,3,8,5,1,O=C(Nc1ccccc1F)NC1(c2nc(-c3cnccn3)no2)CCCCC1
3,0,-4,1,4,0,-1,0,O=C(O)C(=O)Nc1cc(Cl)cc(Cl)c1
0,0,-2,2,0,-2,-2,-6,CN(C)[C@@H]1[C@@H](O)[C@H](Oc2cccc(F)c2)C[C@H]1NC(=O)c1cnco1
-6,-40,-28,-8,-86,-46,-4,-18,COc1cccc(C2c3[nH]c4ccccc4c3C[C@@H]3C(=O)N(C4CCCC4)CC(=O)N23)c1OC (stereo not given in full)
-3,-8,-7,-4,-13,0,-2,-3,COc1cccc([C@@H]2CN(C(=O)c3ccncc3)[C@@H]3CCCCC(=O)N[C@H]32)c1
0,4,2,5,6,9,5,2,Cc1ccc2c(c1)C(Cc1ccc(OC(C)C)cc1)C(=O)N2 (stereo not given)
6,-2,-2,7,8,9,4,14,C=C1C(=O)O[C@@H]2C(=O)O[C@@H](CCCCCCCC)[C@H]12
5,0,-3,1,-12,2,2,2,COc1ccc(OC)c(NC(=O)CN2c3ccccc3S(=O)(=O)c3ccccc32)c1
-10,-18,-14,-3,-43,-85,-3,/,Cc1cccc(CC(=O)NCc2noc(-c3ccc(F)cc3)n2)c1
-1,-2,-3,0,-2,-3,-2,0,Cc1ccc(Cl)cc1NS(=O)(=O)c1ccc2c(c1)NC(=O)CC(=O)N2
3,4,/,-1,/,1,-1,2,NC(N)=NCc1cccc(I)c1
-8,-145,16,-5,-207,-11,-4,-32,CC(=O)Nc1cccc(C(=O)OCc2cc(=O)n3c(C)csc3n2)c1
3,1,7,1,14,15,2,8,COCCCn1c(C(=O)NCC(=O)OC(C)C)cc2c(=O)n3ccccc3nc21
3,9,13,1,19,19,2,11,COc1cccc(-n2cnc3cc(C(=O)N4CCCCC4)ccc3c2=O)c1
-68,1,1,0,-19,-10,5,11,COc1ccc(N2CCN(C(=O)CC(c3ccccc3C)n3cccc3)CC2)cc1 (stereo not given)
-3,-4,-2,2,-17,-4,-2,/,O=C(Nc1ccccc1F)NC1CCc2ncc(C(F)(F)F)n2C1 (stereo not given)
-16,-36,-52,-7,-160,-37,-16,-59,Cc1cc(C(=O)N2[C@@H](c3ccccc3)C[C@@]3(C)[C@H](O)[C@H](O)CCC[C@@H]23)on1
0,6,13,-5,1,-3,3,3,O=C(c1ccncc1)N1CCCCC1c1nc(-c2ccc(F)cc2)no1 (stereo not given)
-155,-194,-220,-5,i,-188,-149,-151,CN1CC2CN(S(=O)(=O)c3ccc4ncsc4c3)CCN2Cc2ccccc21 (stereo not given)
1,12,13,-1,10,5,2,10,CSCC[C@H](NC(=O)OC(C)(C)C)C(=O)N1CCC(C(=O)NCC(=O)Nc2ccc(C)cc2)CC1
0,-7,-14,1,-4,-2,-6,-4,COc1ccc(CCN2CCC(N(CC3CC3)C(=O)c3cccnc3)CC2)cc1
4,9,6,5,17,9,1,7,CC(=O)Nc1ccc(-n2cnc(C(=O)NC(C)c3ccc(F)cc3)c2)nc1 (stereo not given)
-17,-112,-96,-9,i,-12,-19,-92,O=C1CC(C(=O)Nc2ccc(Cl)cc2)c2c(nc(N3CCCCC3)[nH]c2=O)N1 (stereo not given)
4,13,6,8,-1,0,0,4,CC(OC(=O)c1ccc2c(c1)OCO2)C(=O)Nc1ccccc1-c1ccccc1 (stereo not given)
3,8,42*,10,42*,-40,5,54*,CN(c1ccccc1)c1nc(=O)n(CC(=O)Nc2ccc3c(c2)OCCO3)c2ccccc12
3,-10,5,-5,-11,-5,1,0,CCOc1ccc(-n2cc(-c3ccccc3)c3c(NCCc4ccc(S(N)(=O)=O)cc4)ncnc32)cc1
5,7,14,6,15,7,6,3,O=S(=O)(c1ccc(F)cc1)N1CCC2(CC1)CC2c1nnc(-c2cccc(F)c2)o1 (stereo not given)
-42,22,12,-3,19,10,2,23,Cc1nc2sc3c(SCC(=O)N(c4ccccc4)c4ccccc4)ncnc3c2c2c1COC(C)(C)C2
4,10,34*,9,72*,14,2,23,COc1ccc(C(=O)Nc2n[nH]c(C)c2-c2cccc(C)c2)c(OC)c1
-7,-57,-95,-4,-112,32*,-1,-23,CC(C(=O)Nc1ccc(F)cc1)n1cnc2nc(N3CCCCC3)ncc2c1=O (stereo not given)
7,7,4,0,18,-13,3,1,Cc1cccc(NC(=O)Nc2ccc(C)n(CC(=O)N3CCC4(CC3)OCCO4)c2=O)c1
-9,-7,-10,0,-23,-4,-4,-7,Nc1ncc(-c2ccccc2F)c(C2CCCCN2C(=O)c2ccn[nH]2)n1 (stereo not given)
0,1,0,2,12,-3,-5,0,CSCCC(NC(=O)c1cccnc1)c1nc2ccccc2[nH]1 (stereo not given)
5,-13,-21,15,-90,22,0,-10,O=C(Cn1nc2ccc(C(=O)NCc3ccccc3)cn2c1=O)NCc1ccc(F)cc1
-9,-9,-16,-3,-92,-10,-3,-18,Cc1cnc(-c2nnc(C3CCCCN3C(=O)/C=C/c3ccccc3)o2)cn1 (stereo not given)
0,-8,-13,-1,-24,-11,-2,-10,CN1[C@@H](CCC(=O)N2CCN(c3ccccn3)CC2)CNC(=O)[C@@H]2[C@H]1CCN2Cc1ccc(CO)o1
4,2,/,0,/,0,1,11,Fc1ccc(-c2nn(-c3ccc(F)cc3)c3c2cnc2cc4c(cc23)OCO4)cc1
-18,2,/,-2,/,-5,-1,-9,c1cc(N2CCCCCC2)ncc1-c1noc(CN2CCOCC2)n1
-7,-8,-4,0,-10,-19,-2,1,CNC(=O)C1CN(C(=O)Cc2cccc(Cl)c2)CC12CCCC2 (stereo not given)
-28,0,-19,-2,5,2,2,10,Cc1nnc2c(SCc3ccccc3)nc3ccccc3n12
-4,2,11,-9,-10,-37,-3,-51,O=C(Nc1ccc(N2CCN(Cc3ccccc3)C2=O)nc1)c1ccncc1
0,19,21,1,19,16,0,14,Clc1cccc(C2(c3nc(C4CC4)no3)CCOCC2)c1
-14,4,8,0,17,10,1,3,CCCN1C(=O)c2ccccc2CC1(C)C(=O)NC1CCCCCC1 (stereo not given)
-28,-23,-17,-6,-27,-14,-1,-6,CCCN1CCN(Cc2nc(-c3ccc(N4CCCCCC4)nc3)no2)CC1
-2,12,2,-4,20,-120,-1,-23,O=C(NCCOc1ccc(-c2ccc(F)cc2)nn1)c1ccccc1[N+](=O)[O-]
-13,0,2,0,9,2,3,5,O=C1CN(C(=O)c2ccc(Cl)cc2)CC(O)CN1CCCc1ccccc1 (stereo not given)
7,13,15,-3,33*,11,0,0,COc1cccc2c(C)nc(NC3=NCN(CCc4ccccc4)CN3)nc12
-1,-1,8,-8,-38,-42,3,-1,COc1ccc(Nc2nc(NCc3ccco3)nc(Nc3ccc(C(C)C)cc3)n2)c(OC)c1
-1,-5,0,-1,-23,-3,-2,-8,COc1cccc(S(=O)(=O)N2CCC(c3ncc(C)[nH]3)C2)c1 (stereo not given)
-1,0,-3,6,17,5,0,3,O=C(CC(c1ccccc1)c1ccccc1)NCc1ccccc1F
1,12,5,0,9,8,-2,-35,O=C(C1CC(=O)N(C2CCCC2)C1)N1CCSCC1 (stereo not given)
1,5,7,0,8,-7,1,4,CC(=O)Nc1nsc(N2CCC(C(=O)NCc3ccc(Cl)cc3)CC2)n1

# Given tab-delimited: entries from further up.
canonical_smiles	USP7 block	OTUD3 inh	USP28 inh	USP10 block	USP30 inh	USP8 inh	UCHL1 inh	USP17 block
COc1ccc2cc3c(nc2c1)N(S(=O)(=O)c1ccccc1)CC3	0	-18	-12	-2	-32	1	-5	-4
COc1ccccc1OCC(=O)Nc1ccc2c(c1)CN(C(=O)c1ccco1)CC2	-26	10	36*	1	22	5	5	33*
CNc1nc(C2CCCN(C(=O)c3cccc(OC)c3)C2)nc2c1CN(C)CC2 (stereo not given)	2	4	5	-4	4	5	-1	3

# Retrieved one by one from above (7):
USP7 block,OTUD3 inh,USP28 inh,USP10 block,USP30 inh,USP8 inh,UCHL1 inh,USP17 block,canonical_smiles
0,-7,-14,1,-4,-2,-6,-4,COc1ccc(CCN2CCC(N(CC3CC3)C(=O)c3cccnc3)CC2)cc1
7,7,4,0,18,-13,3,1,Cc1cccc(NC(=O)Nc2ccc(C)n(CC(=O)N3CCC4(CC3)OCCO4)c2=O)c1
-16,-36,-52,-7,-160,-37,-16,-59,Cc1cc(C(=O)N2[C@@H](c3ccccc3)C[C@@]3(C)[C@H](O)[C@H](O)CCC[C@@H]23)on1
0,0,-2,2,0,-2,-2,-6,CN(C)[C@@H]1[C@@H](O)[C@H](Oc2cccc(F)c2)C[C@H]1NC(=O)c1cnco1
-9,-7,-10,0,-23,-4,-4,-7,Nc1ncc(-c2ccccc2F)c(C2CCCCN2C(=O)c2ccn[nH]2)n1 (stereo not given)
-7,-8,-4,0,-10,-19,-2,1,CNC(=O)C1CN(C(=O)Cc2cccc(Cl)c2)CC12CCCC2 (stereo not given)
-8,-145,16,-5,-207,-11,-4,-32,CC(=O)Nc1cccc(C(=O)OCc2cc(=O)n3c(C)csc3n2)c1

# Remaining list, next part
USP7 block,OTUD3 inh,USP28 inh,USP10 block,USP30 inh,USP8 inh,UCHL1 inh,USP17 block,canonical_smiles
-4,1,12,-1,-18,9,2,11,O=C(c1cccc2[nH]ccc12)N1CCC(c2nc(-c3ccccc3)no2)C1 (stereo not given)
3,-6,-2,-3,1,-5,1,-14,CN(CCc1ccccc1)c1nccc(N2CCN(C(=O)c3ccccc3N3CCOCC3)CC2)n1
2,-2,16,1,-1,9,3,87*,CCOc1ccc(S(=O)(=O)Nc2ccc[nH]c2=O)cc1
-74,6,3,0,4,3,-1,5,CNC(=O)[C@@H]1C[C@@H]2CN(C(=O)Nc3cccc(F)c3)CCN2[C@@]12C(=O)Nc1ccccc12
14,6,14,7,18,36*,9,15,COC(=O)c1ccc(OCC2c3cc(OC)c(OC)cc3CCN2C(=O)Cc2ccc(F)cc2)cc1 (stereo not given)
-17,4,20,-2,-19,35*,7,-6,COc1ccc(CN[C@H]2[C@H](O)[C@H](O)C[C@@H]2c2cncnc2)cn1
-39,4,16,-1,1,-50,-4,2,CCOC(=O)c1cnn(-c2ccc(C(=O)N3CCC(C)CC3)cc2)c1N
6,7,10,1,15,14,0,17,COc1cc(CNc2nn[nH]n2)ccc1OCc1cccc(C)c1
-1,-4,0,-1,0,4,-5,6,Cc1cc(C)cc(NC(=O)C2CCCN(c3cc(=O)n(C)c(=O)n3C)C2)c1 (stereo not given)
0,-3,-7,0,-8,0,-1,-2,Cc1nc2ccc(Cl)cn2c(=O)c1NC(=O)Cc1ccc(F)cc1
-7,19,43*,-3,55*,66*,12,-24,CN1[C@@H](CCC(=O)N2CCC(O)CC2)CNC(=O)[C@@H]2[C@H]1CCN2Cc1ccc(O)cc1
3,-4,-5,0,10,0,-2,1,Cc1noc(-c2ccnc(-n3cnc(C(=O)NCc4ccccc4C)c3)c2)n1
-6,3,11,2,19,7,0,9,C[C@H](NC(=O)C(c1ccccc1)c1ccccc1)c1nnc2ccccn12
-23,-3,-7,-5,-50,1,-5,1,COc1ccc(Cn2cccc2-c2nc(-c3ccncc3)no2)cc1
4,5,16,-1,-1,-10,6,2,COc1ccc(C(=O)Nc2cc(-c3ccccc3)nn2C2CCS(=O)(=O)C2)cc1 (stereo not given)
-4,10,3,-1,21,0,1,1,COc1ccc(Cn2c(CO)cnc2SCC(=O)Nc2ccccc2OC)cc1
0,-11,-19,-7,-76,62*,-7,58*,NC(=O)c1ccc(NC(=O)Cc2cc(-c3ccc(Cl)cc3)on2)cc1
